STK33 kinase inh: inhibitors of purified STK33 kinase, primary screen, biochemical, ADP-Glo luminescence, homogeneous, cell-free; Serine/threonine-protein kinase 33 (Homo sapiens), Q9BYT3; MBP phosphorylation; inhibition, % at 10 µM; 0.073% of 320,000 active;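 active = inhibition at or above 25%, using the most active replicate where run in duplicate; inactive = inhibition below 25%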
Target sequence (Q9BYT3 whole entry, looked up): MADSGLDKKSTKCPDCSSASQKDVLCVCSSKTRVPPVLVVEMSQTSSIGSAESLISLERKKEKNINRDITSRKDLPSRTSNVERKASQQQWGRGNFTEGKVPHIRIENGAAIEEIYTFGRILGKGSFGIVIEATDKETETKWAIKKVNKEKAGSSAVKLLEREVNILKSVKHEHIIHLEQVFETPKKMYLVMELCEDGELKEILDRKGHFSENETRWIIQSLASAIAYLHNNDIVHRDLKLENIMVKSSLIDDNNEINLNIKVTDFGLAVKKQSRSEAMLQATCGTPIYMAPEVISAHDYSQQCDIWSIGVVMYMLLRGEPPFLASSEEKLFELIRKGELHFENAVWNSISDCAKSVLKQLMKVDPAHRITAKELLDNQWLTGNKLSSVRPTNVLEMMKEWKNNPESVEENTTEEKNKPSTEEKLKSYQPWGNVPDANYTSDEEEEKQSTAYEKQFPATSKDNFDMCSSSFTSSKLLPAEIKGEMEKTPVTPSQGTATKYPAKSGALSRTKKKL
OX1R antag: antagonists of human orexin 1 receptor (OX1R) | Orexin/Hypocretin receptor type 1 (Homo sapiens), O43613 | OX1R-expressing cells, FRET antagonist read-out | inhibition, % at 6.6 µM | 1.8% of 330,000 active | AID 485270, 2010; in the data active = inhibition mostly above about 38%, no sharp cut-off; inactive = mostly below about 40%;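 note: 0% = agonist challenge alone and 100% = reference antagonist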
Target sequence (O43613 whole entry, looked up): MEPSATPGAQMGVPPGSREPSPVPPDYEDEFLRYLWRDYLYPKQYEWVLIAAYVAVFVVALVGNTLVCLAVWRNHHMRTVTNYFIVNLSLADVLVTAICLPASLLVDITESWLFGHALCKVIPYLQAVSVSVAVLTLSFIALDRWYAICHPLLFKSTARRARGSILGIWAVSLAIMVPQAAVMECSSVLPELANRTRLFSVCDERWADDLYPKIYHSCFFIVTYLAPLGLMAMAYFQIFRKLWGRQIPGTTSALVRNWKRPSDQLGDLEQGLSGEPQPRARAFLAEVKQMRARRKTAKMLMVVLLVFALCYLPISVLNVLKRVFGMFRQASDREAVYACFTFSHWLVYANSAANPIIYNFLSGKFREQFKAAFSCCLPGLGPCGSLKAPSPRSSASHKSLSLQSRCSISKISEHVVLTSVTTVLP
KCNQ2 block: KCNQ2 potassium channel inhibitors, primary screen, cell-based, CHO-K1, FluxOR thallium flux, B-score (AID 2156) | 20 min; hits give low values | 1.1% of 310,000 active | Potassium voltage-gated channel subfamily KQT member 2 (Rattus norvegicus), O88943 | B-score at 10 µM;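 active = fluorescence ratio B-score at most minus 3 library SDs, with starting brightness B-score within 2 library SDs, cut at about -5.5 in these data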
Numbers without * were called inactive; i = inactive; nt = no result given.

STK33 kinase inh,OX1R antag,KCNQ2 block,Compound
-2.1,14.1,i,COc1ccc(-n2nnnc2CNC(=O)c2ccc3ccccc3c2)cc1
2.5,4.7,i,CC(C)NC(=O)C1CCN(C(=O)N(C)C)CC1
-1.1,19.9,i,CCOc1c(C#N)c(C#N)c2nc(C)cc(C)n12
-0.1,25.1,i,CC(C)CC(=O)NC(=S)N1CCN(c2ccc([N+](=O)[O-])cc2Cl)CC1
-0.1,18.2,i,Cc1ccc(C(=O)NCCC(=O)NCc2ccco2)cc1
0.6,-1.7,i,O=C(C1COc2ccccc2O1)N1CCCC1 (stereo not given)
0.1,5.4,i,Cc1ccc(-c2csc(NC(=O)/C=C/c3cccs3)n2)cc1C
-0.7,nt,i,CSc1ncc(C(=O)Nc2ccccc2)cn1
0.4,11.8,i,COc1ccccc1NC(=O)CSc1nnc(CC(=O)Nc2ccccc2)n1C
-1.0,11.2,i,Cc1cccc2cc3c(NC(=O)CC(C)C)nn(C)c3nc12
-1.3,1.0,i,O/C(=C\Sc1nnc(Cc2ccccc2)o1)c1ccc(F)cc1
-0.5,25.8,i,O=C(CN(C(=O)c1csnn1)c1cccc2ccccc12)NC1CCCC1
-0.5,16.5,i,CCOc1cc(C)c(-c2onc(C(F)(F)F)c2-c2csc(C)n2)c(O)c1
nt,17.5,i,CCOC(=O)Cn1c(-c2nonc2NC(=O)c2ccccc2F)nc2ccccc21
-1.9,15.5,i,O=C(Cn1c(N2CCN(c3ccccc3)CC2)nc2ccccc21)c1ccccc1
-0.1,nt,i,NS(=O)(=O)c1ccc(CCNC(=O)C2CCCO2)cc1 (stereo not given)
-0.6,9.7,i,CCOP(=O)(OCC)c1nc(Cc2ccccc2)oc1NCc1ccccc1
-0.3,1.2,nt,CCN(CC(=O)Nc1c(F)cccc1F)C(=O)c1ccccn1
-1.7,1.1,nt,Cc1ccccc1OCC(=O)OCC(=O)NCC1CCCCC1
-1.2,12.8,i,COc1ccc(CCNC(=O)c2ccc(N(C)S(=O)(=O)c3ccccc3)cc2)cc1
0.3,17.8,i,CCOC(=O)C(NC(=O)c1ccccc1OCC)(Nc1ncccn1)C(F)(F)F (stereo not given)
0.2,6.9,i,CCCOc1cccc(C(=O)NC(=S)Nc2cccc(C(F)(F)F)c2)c1
-0.1,18.3,i,CCS(=O)(=O)n1nc(-c2ccc(OC)cc2)nc1SC
-0.8,36.2,i,CCn1c(SCC(=O)N2CCCc3ccccc32)nnc1-c1c[nH]c2ccccc12

Gathered by group: those above with two or more sulfur atoms.
STK33 kinase inh,OX1R antag,KCNQ2 block,Compound
0.1,5.4,i,Cc1ccc(-c2csc(NC(=O)/C=C/c3cccs3)n2)cc1C
-0.1,18.3,i,CCS(=O)(=O)n1nc(-c2ccc(OC)cc2)nc1SC

Other entries follow.
STK33 kinase inh,OX1R antag,KCNQ2 block,Compound
-0.5,15.3,i,CCCCN(CC(=O)NCc1ccc(F)cc1)C(=O)c1ccco1
-1.1,6.5,i,COc1ccc(CNS(=O)(=O)c2ccc(Br)s2)cc1
0.4,6.8,i,CCOc1ccc(CCNC(=O)CCNS(=O)(=O)c2ccc3c(c2)CCN3C(C)=O)cc1OCC
-0.6,16.1,i,COc1cc(OC)cc(C(=O)OCC(=O)Nc2ccc(F)cc2F)c1
-0.9,2.8,nt,C[C@@H]1CN([C@H](C)CO)C(=O)c2cc(NC(=O)Cc3ccccc3)ccc2O[C@H]1CN(C)Cc1ccc(Oc2ccccc2)cc1
-1.3,56.0,i,Cc1cc(C)c(C#N)c(SCc2nc3ccccc3[nH]2)n1
-1.3,15.6,i,O=C(NC(CO)Cc1ccccc1)c1ccccc1 (stereo not given)
-0.2,5.6,i,Cc1cc2cc(C)c3nnc(SCC(=O)NCc4ccc5c(c4)OCO5)n3c2cc1C
-0.1,5.7,i,COc1ccc(CC(=O)NCc2nnc(SCC(=O)Nc3ccc(OC)cc3)n2C)cc1
-0.1,11.2,i,O=C(O)CC1CCCC(c2ccccc2)C1=O (stereo not given)
-0.5,nt,i,CC(=O)c1cccc(NC(=S)N2CCN(S(=O)(=O)c3ccccc3)CC2)c1
-0.9,35.1,-5.57*,O=C(CN1C(=O)CC(c2ccccc2)=Nc2ccccc21)NCc1ccccc1
0.0,4.8,nt,O=C(CNc1cccc([N+](=O)[O-])c1)NC(=O)NC1CCCCC1
0.5,15.9,i,Cc1cccc(NC(=O)c2cnn(-c3ccc(F)cc3)c2C2CCNCC2)c1C
-0.1,14.0,i,O=C(Nc1ccncc1)c1cccc(S(=O)(=O)N2CCN(c3ccc(F)cc3)CC2)c1
2.0,12.6,i,O=C(NCc1cc2ccccc2[nH]1)C1CCC(=O)N(CCCN2CCCC2=O)C1 (stereo not given)
0.5,5.5,i,COc1ccc(NC(=O)CC(=O)Nc2ccc(OC)cc2OC)c(OC)c1
-1.1,nt,i,CC(C)C(=O)Nc1ccc2c(c1)nc(CCN1CCN(c3ccccn3)CC1)n2C
1.3,5.7,i,CSCCC(NC(N)=O)C(=O)NCc1ccc(Cl)cc1 (stereo not given)
0.8,12.3,nt,c1ccc(COc2cncc(-c3cccnc3)c2)cc1
-1.6,12.8,i,Cc1ccc(NC(=O)c2ccc(CNc3c(N4CCOCC4)c(=O)c3=O)cc2)cc1
-1.3,3.0,i,Cn1nc(C(F)(F)F)c(-c2ccc(Br)cc2)c1NC(=O)C1CCC1C(=O)O (stereo not given)
1.2,15.5,i,Cc1cc(C(C)(C)C)ccc1OCCn1ccnc1
-1.1,15.7,i,O=C(COC(=O)[C@@H]1CCCN1C(=O)c1cccs1)NCCc1ccccc1
1.0,35.3,i,Cc1cc(C)c2ccc3c(C)c(C)nc3c2[nH]1
0.8,7.7,i,Nc1ccccc1NC1=CC(=O)CC(c2ccccc2)C1 (stereo not given)
2.1,13.7,i,O=C(Nc1cccc(NC(=O)c2ccco2)c1)c1cnccn1
-1.0,14.6,i,C=CCNC(=O)c1onc(CSc2cccc(OC)c2)c1C(=O)O
-0.5,6.1,i,CCC(C)NCC(=O)Nc1sc2c(c1C(N)=O)CCC2 (stereo not given)
0.2,18.4,i,Cc1cc2[nH]c3c(c[n+](C)c4ccccc34)c2cc1C
3.7,6.9,i,COc1ccc2occ(C(=O)c3cccs3)c2c1
-1.1,11.0,i,Cc1ccc(OC(=O)c2c(C)nn(-c3ccccc3)c2C)cc1
-0.2,2.7,i,CC(C)CNC(=O)C(=O)Nc1ccc2c(c1)N(S(=O)(=O)c1cccs1)CCC2
-1.4,6.3,i,CCOc1ccccc1N(C(=O)CNC(=O)c1ccco1)C(C(=O)NC(C)(C)C)c1ccncc1 (stereo not given)
-1.5,-0.8,i,OCCN1CCN(C(=S)c2ccc(-c3ccccc3)cc2)CC1
-0.5,5.5,i,C=CCON1C(=O)C(=O)N(OCC=C)[C@H]2CCCC[C@H]21
-1.2,18.0,i,C#CC(CC)(CC)NC(=S)Nc1cccc(C(C)=O)c1
-1.1,16.9,i,O=C(CCc1ccccc1Cl)NC1CCCN(c2ccc(C(F)(F)F)cn2)C1 (stereo not given)
nt,14.2,i,CCCCn1c(N)c(N(CCOC)C(=O)CCCc2nc3ccccc3c(=O)[nH]2)c(=O)[nH]c1=O
-1.8,17.9,i,Cc1c(C)n(CC(O)CN2CCOCC2)c2ccccc12 (stereo not given)
-1.7,13.2,i,O=C(CSc1ccccc1Cl)c1ccco1
-1.4,5.7,i,CCN(CC)CCCNc1oc(-c2cccc(Cl)c2)nc1C#N
-0.1,0.9,i,CC1=C(C(=O)OCC(C)C)C(c2cc3c(cc2Br)OCO3)NC(=O)N1C (stereo not given)
0.3,13.3,i,Cc1nn(Cc2ccccc2)c2c1C(c1ccc(Cl)cc1)C(C#N)=C(N)O2 (stereo not given)
-0.1,32.7,i,O=C(Nc1nc(-c2cc(F)ccc2F)cs1)C1=NN(c2ccccc2)C(=O)CC1
0.2,22.4,i,N#CC(c1ccccc1)c1ccc2c(C(F)(F)F)cc(C(F)(F)F)nc2n1 (stereo not given)
1.4,0.6,i,COC(=O)c1cc(S(=O)(=O)N2CCCCC2)ccc1N1CCOCC1
nt,19.9,i,CCOC(=O)N1CCN(C(=O)Nc2cccc3ccccc23)CC1

Already shown: an excerpt of the list.
STK33 kinase inh,OX1R antag,KCNQ2 block,Compound
-1.7,13.2,i,O=C(CSc1ccccc1Cl)c1ccco1
-1.4,5.7,i,CCN(CC)CCCNc1oc(-c2cccc(Cl)c2)nc1C#N
-0.1,0.9,i,CC1=C(C(=O)OCC(C)C)C(c2cc3c(cc2Br)OCO3)NC(=O)N1C (stereo not given)
0.3,13.3,i,Cc1nn(Cc2ccccc2)c2c1C(c1ccc(Cl)cc1)C(C#N)=C(N)O2 (stereo not given)
-0.1,32.7,i,O=C(Nc1nc(-c2cc(F)ccc2F)cs1)C1=NN(c2ccccc2)C(=O)CC1

(listing goes on)
STK33 kinase inh,OX1R antag,KCNQ2 block,Compound
1.1,8.2,i,CC(C)c1ccc(-c2c(C#N)c(N)nc(SCC(=O)N3CCCCC3)c2C#N)cc1
-1.0,10.1,i,CCCn1c(C2CC(=O)N(c3cc(OC)ccc3OC)C2)nc2ccccc21 (stereo not given)
-1.6,8.5,i,Cc1ccc(NC(=O)c2ccc(=O)n(CC(=O)Nc3ccccc3)n2)cc1
-0.8,8.6,nt,Cc1c(NC(=O)CSc2nc3ccccc3c(=O)n2C(C)C)c(=O)n(-c2ccccc2)n1C
-0.6,5.5,i,COc1ccc(CCNC(=O)C2CC(=O)N(c3ccc(C(C)(C)C)cc3)C2)cc1OC (stereo not given)
-0.8,15.5,i,O=C(NNC(=O)c1ccc(O)cc1O)c1ccc(-c2ccccc2)cc1
-0.2,13.9,i,CCCCC1C(C#N)=C(C)NC2=C1C(=O)CC(C)(C)C2 (stereo not given)
-1.3,18.2,i,Clc1cccc(NCc2nnc(SCc3ccc(Cl)cc3Cl)o2)c1

Gathered by group, those above containing a nitro group on carbon
STK33 kinase inh,OX1R antag,KCNQ2 block,Compound
-0.1,25.1,i,CC(C)CC(=O)NC(=S)N1CCN(c2ccc([N+](=O)[O-])cc2Cl)CC1
0.0,4.8,nt,O=C(CNc1cccc([N+](=O)[O-])c1)NC(=O)NC1CCCCC1

Later entries.
STK33 kinase inh,OX1R antag,KCNQ2 block,Compound
-1.1,-12.4,i,CC(C)NC(=O)N1CCN(c2ccncc2S(=O)(=O)N2CCCCC2)CC1
-1.4,5.8,i,Cc1ccccc1N1C(S)=C(C#N)C(=O)NC1c1ccco1 (stereo not given)
-5.5,19.2,nt,C#CCOCCOCCOCCNc1nc(N2CCOCC2)nc(N2CCN(C(=O)CCCCCCCCCCNC(=O)[C@@H](CCC(=O)O)n3cc(CCCCCN)nn3)CC2)n1
-0.7,26.6,i,COC(=O)CN1C(=S)N(c2ccc(OC)cc2)C(=O)C1CC(=O)Nc1ccc(F)cc1 (stereo not given)
-1.2,8.8,i,Fc1ccc(CSc2ccc3nnc(-c4ccccn4)n3n2)cc1
nt,35.6,i,COC(=O)c1ccc(N)c(N=CC2=C(O)CC(C)(C)CC2=O)c1
0.4,19.4,i,CCOC(=O)CC(=O)CSc1nc2c(c(-c3cccs3)c1C#N)CCC2
0.4,1.9,i,CCOC(=O)c1c(C)[nH]c(C)c1C(=O)COC(=O)c1cc(OC)c(OC)cc1OC
2.9,21.8,i,CCN(CC)CCn1nc2c3c(cccc3c1=O)-c1ccccc1-2
nt,23.5,i,CCNc1ccc(S(=O)(=O)N(C)C)cc1NCC(=O)Nc1c(F)cccc1F
-0.2,39.9,i,CN(CC(=O)Nc1ccc(N2CCOCC2)cc1)CC(=O)Nc1ccccc1[N+](=O)[O-]
-0.1,12.4,i,c1ccc2c(c1)ncc1cccn12
1.6,21.1,i,COc1cc(C(=S)NCc2ccccc2)cc(Br)c1O
-1.9,12.8,i,O=C(Cn1cnnn1)NCc1ccccc1
-0.6,4.6,i,O=C(NC1CCN(S(=O)(=O)c2ccccc2F)CC1)c1cccnc1
0.3,17.9,i,Cc1ccc(OCCC(=O)Nc2ccc(F)c(Cl)c2)cc1
2.2,16.2,i,CCOc1ccc2nc(NC(=O)C3CCCO3)sc2c1 (stereo not given)
-0.6,21.1,i,Cc1ccc(NC(=O)c2ccc(COc3ccccc3)o2)nc1
-0.8,14.8,-6.98*,CSCCC(NC(=O)COc1ccccc1)C(=O)N1CCCC(C(F)(F)F)C1 (stereo not given)
-2.2,13.5,i,O=C1NC(=O)C(CC(=O)N(Cc2cccs2)C2(C(=O)NC3CCCC3)CCCCC2)N1 (stereo not given)
-0.1,7.2,i,O=C(Nc1ccc(NC(=O)c2ccc(S(=O)(=O)c3ccccc3)cc2)cc1)c1ccccc1
0.2,-0.4,i,COc1ccc(OC)c(NC(=S)NCc2cccs2)c1
1.6,16.6,i,CN(O)/C=C1\C(=O)Nc2ccccc21
-1.2,29.4,i,CCc1ccc(NC(=O)CO/N=C(\C)c2cc3ccccc3o2)cc1
0.3,23.9,i,O=C1C(Cc2ccc(Br)cc2)SC(=Nc2ccccc2)N1c1ccccc1 (stereo not given)
-3.0,4.0,i,Cc1c(C(=O)NNc2c(Cl)cccc2Cl)n(C)oc1=O
-0.9,0.8,nt,O=C(CSc1nnc(C2CC2)n1C1CC1)c1ccc(F)cc1
0.2,20.7,i,COc1cccc(OC)c1C(=O)Nc1ccc(NC(=O)c2ccco2)cc1
-2.9,-6.4,i,O=C(O)CSCC(=O)N1CCCN(c2nccc(C(F)(F)F)n2)CC1
-1.2,4.8,i,CC1CC(C)CN(CCCNC(=O)c2csc3c2CCCC3)C1 (stereo not given)
-0.3,28.4,i,COc1ccc(C(=O)Nc2cccc(-c3ccc4nncn4n3)c2)cc1

Screening data deposited in PubChem by several laboratories.

Random draw from the library; 2.7% or so of the library scored in one or more.
